ssDAF-12 act – S. stercoralis DAF-12 nuclear receptor activators, primary screen, cell-based, luminescence, HEK293, GRIP1 co-expression, lit1-tk-luc | Nuclear hormone receptor DAF-12 (Strongyloides stercoralis) | HEK293 ssDAF-12/GRIP1 lit1-tk-luc reporter; % of 3 µM dafachronic acid response | activation, % at 6.8 µM | actives 1% (n = 370,000);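 active = activation above the mean over all tested compounds plus 3 SD, cut at about 0.9% in these data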;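 note: 0% = DMSO-only wells and 100% = 3 µM delta7-dafachronic acid wells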
ADAM10 inh – human ADAM10 inhibitors, primary screen, biochemical, QFRET, HTS; inhibition, % at 7 µM; AID 720582, 2013; actives 0.62% (n = 370,000); Disintegrin and metalloproteinase domain-containing protein 10 (Homo sapiens), O14672; recombinant ADAM10, EDANS/DABCYL FRET peptide cleavage, 3 h;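 active = inhibition above a per-campaign cutoff equal to the mean of compounds falling between control-based bounds plus 3 SD, cut at about 20% in these data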;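 note: 0% = DMSO wells while the 100% control is not disclosed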
NPR1 activator – GC-A stimulated cGMP production enhancers – HEK293 GC-A cells, cGMP TR-FRET, EC30 ANP, primary screen; 0% at EC30 ANP, 100% saturating ANP; Atrial natriuretic peptide receptor 1 (Homo sapiens), P16066; AID 1671463, 2021; actives 0.14% (n = 370,000); activation, % at 10 µM; in the data active = activation above about 40%
Target sequence (P16066 whole entry, looked up): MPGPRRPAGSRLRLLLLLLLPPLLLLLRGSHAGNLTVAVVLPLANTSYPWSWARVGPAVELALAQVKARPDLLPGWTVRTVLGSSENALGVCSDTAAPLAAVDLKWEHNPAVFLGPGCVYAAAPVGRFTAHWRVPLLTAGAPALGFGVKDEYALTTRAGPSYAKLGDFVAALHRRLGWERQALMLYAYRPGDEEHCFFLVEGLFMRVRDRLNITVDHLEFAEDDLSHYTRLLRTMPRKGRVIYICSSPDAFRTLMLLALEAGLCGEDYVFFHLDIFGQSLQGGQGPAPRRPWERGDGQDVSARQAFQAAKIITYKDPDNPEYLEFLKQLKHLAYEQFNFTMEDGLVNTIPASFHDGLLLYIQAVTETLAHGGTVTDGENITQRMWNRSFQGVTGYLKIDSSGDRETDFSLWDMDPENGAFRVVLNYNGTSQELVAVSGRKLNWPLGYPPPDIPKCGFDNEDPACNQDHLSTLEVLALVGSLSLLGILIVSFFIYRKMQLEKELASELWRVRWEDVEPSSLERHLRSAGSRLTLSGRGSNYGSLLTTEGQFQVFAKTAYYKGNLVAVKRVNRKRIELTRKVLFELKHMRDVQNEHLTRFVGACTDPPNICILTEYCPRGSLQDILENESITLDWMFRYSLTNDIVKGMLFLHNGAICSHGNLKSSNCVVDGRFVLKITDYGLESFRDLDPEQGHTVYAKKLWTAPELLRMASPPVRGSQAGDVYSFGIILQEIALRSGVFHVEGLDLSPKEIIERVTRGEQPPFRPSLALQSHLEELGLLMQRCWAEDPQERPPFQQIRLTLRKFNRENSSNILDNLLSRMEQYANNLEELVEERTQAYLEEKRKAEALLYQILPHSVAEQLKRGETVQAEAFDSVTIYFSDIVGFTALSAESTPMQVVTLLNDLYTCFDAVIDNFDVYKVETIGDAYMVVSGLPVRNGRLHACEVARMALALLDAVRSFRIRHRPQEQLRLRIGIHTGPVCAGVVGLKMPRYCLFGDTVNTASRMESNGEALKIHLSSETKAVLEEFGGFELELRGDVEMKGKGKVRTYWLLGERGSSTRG
GC-B act – human GC-B receptor activators, primary screen, HEK293 GC-B cells, cGMP TR-FRET, EC30 CNP; 0% at EC30 CNP, 100% saturating CNP; activation, % at 10 µM; actives 0.11% (n = 370,000); AID 1920062, 2024;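 active = activation at 10 µM reaching about 35% in either raw or pattern-adjusted values, limit read from the data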
sPLA2-III inh – human group III sPLA2 inhibitors, primary screen, biochemical, QFRET, BODIPY PC-A2 liposome substrate; Group 3 secretory phospholipase A2 (Homo sapiens), Q9NZ20; QFRET BODIPY PC-A2 liposome hydrolysis, fluorescence; inhibition, % at 12.2 µM; actives 0.56% (n = 370,000); AID 743126, 2013;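 active = inhibition above mean plus 3 SD of compounds lying within the high and low control bounds, cut at about 19% in these data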;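 note: 0% = median of test compound wells and 100% = no enzyme DMSO wells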
DAX1 inh-1 – DAX1 (NR0B1) inhibitors, primary screen, cell-based, HEK293, Gal4-DAX1, luciferase luminescence. actives 0.99% (n = 340,000). AID 504766, 2011. inhibition, % at 6.75 µM. HEK293 Gal4-DAX1 luciferase reporter. Nuclear receptor subfamily 0 group B member 1 (Homo sapiens), P51843;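 active = inhibition above the mean over all tested compounds plus 3 SD, cut at about 4.2% in these data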;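 note: 0% = DAX1-transfected cells with DMSO and 100% = empty-vector control cells with DMSO; inhibition shows as a rise in luminescence from relieved DAX1 repression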
FXN GAA850 act – FXN promoter activators, primary screen, cell-based, luciferase luminescence, HEK293 lucGAA850 | HEK293 lucGAA850 FXN promoter luciferase reporter, 24 h; percent of 10 µM SAHA response | activation, % at 6 µM | actives 0.56% (n = 360,000) | AID 540364, 2011;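 active = activation above the average of all compounds screened plus 3 SD, cutoff fixed separately per campaign, cut at about 7.5% in these data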;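 note: 0% = DMSO wells and 100% = 10 µM SAHA wells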
hcDAF-12 act – H. contortus DAF-12 nuclear receptor activators, primary screen, cell-based, luminescence, HEK293, lit1-tk-luc reporter. HEK293 hcDAF-12 lit1-tk-luc reporter; 0% DMSO, 100% Δ7-dafachronic acid. activation, % at 6.8 µM. actives 1.4% (n = 370,000);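 active = activation above the mean of all tested compounds plus 3 SD, cut at about 5.5% in these data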;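 note: 100% = response to 3 µM Δ7-dafachronic acid high control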
hgDAF12 agonist – H. glycines DAF-12 receptor agonists, primary screen, cell-based, luminescence, HEK293, GAL4 fusion, UAS-luciferase | HEK293 GAL4-hgDAF12 UAS-luciferase reporter, agonist luminescence; normalized to butyrate control | activation, % at 6.8 µM | actives 1.8% (n = 370,000) | AID 687014, 2013;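 active = activation above a cutoff set at the mean of all screened compounds plus 3 SD, cut at about 10% in these data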;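 note: 0% = DMSO wells and 100% = sodium butyrate wells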
SMARCA2 activ – SMARCA2 (BRM) function activators, primary screen, cell-based, luminescence, high throughput | MG213 cells, MMTV-luciferase reporter, dexamethasone, overnight | activation, % at 9.1 µM | actives 1% (n = 370,000); in the data active = activation above about 7.8%;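 note: 0% = vehicle wells and 100% = reference activator wells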
DAX1 inh-2 – DAX1 (NR0B1) inhibitors on StAR promoter, primary screen, cell-based, luminescence, SF-1 (NR5A1), full-length DAX-1; inhibition, % at 6.8 µM; actives 1.1% (n = 370,000); AID 652010, 2013; HEK293T StAR-luciferase reporter, SF-1/DAX-1 repression relief;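 active = inhibition above the mean over all tested compounds plus 3 SD, cut at about 3.6% in these data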;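 note: 0% = DAX-1 cells with DMSO and 100% = cells lacking DAX-1 with DMSO; higher inhibition means more luminescence from relief of DAX-1 repression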
* hit, by the source's call; i = inactive; nt = no result given.

SMILES	ssDAF-12 act	ADAM10 inh	NPR1 activator	GC-B act	sPLA2-III inh	DAX1 inh-1	FXN GAA850 act	hcDAF-12 act	hgDAF12 agonist	SMARCA2 activ	DAX1 inh-2
COc1ccc(N2CCN(C(=O)CSc3nnc(COc4cccc5cccnc45)o3)CC2)cc1	-1.5	-0.2	0.7	1.6	-7.5	-1.3	-0.1	0.3	-2.1	-0.6	-0.8
Cc1cc(=O)[nH]c2nnnn12	-0.7	-8.4	0.5	-2.8	3.5	0.6	2.2	0.0	0.0	2.3	1.1
CCCCSc1nc(C)nc2c1c(=O)n(C)c(=O)n2C	-1.4	-13.5	6.1	-1.7	1.1	1.1	0.4	-1.8	-4.9	-1.2	-0.6
C/C(=C\C(=O)c1ccc(Br)cc1)NCc1ccc2c(c1)OCO2	-0.8	10.9	-0.9	-2.5	-1.3	0.1	-0.6	-1.6	1.8	0.8	0.1
CCc1ccc(Nc2ccc3nonc3c2[N+](=O)[O-])cc1	-1.5	-5.9	-2.4	1.8	3.8	2.9	0.6	0.2	-0.2	-1.8	0.1
CC(C)(C)c1cc(=O)n2[nH]c(N)nc2n1	-1.3	1.6	-1.9	3.4	-2.5	0.3	0.8	1.1	-0.2	-0.5	0.2
CC1CN(S(=O)(=O)c2cc(C(=O)NCCC3=CCCCC3)ccc2Cl)CC(C)O1 (stereo not given)	-0.6	-14.4	-1.5	0.5	4.6	-0.8	-1.1	0.8	6.2	1.3	3.8*
CC1CCN(C(=O)CSc2nnc(-c3ccco3)n2N)CC1	-1.1	0.2	-0.9	-3.2	-0.7	1.9	-1.0	1.8	1.9	-1.2	-0.1
CN(C)CCCCOc1ccc(F)cc1	-0.9	-0.9	2.3	-0.4	2.9	-1.0	1.0	0.0	-0.3	0.2	-0.2
COc1ccc(-c2csc3nc(C)nc(N4CCCCC4)c23)cc1OC	-1.9	9.7	0.1	-2.8	-1.1	0.4	-1.6	-2.0	-3.3	-3.2	-1.4
CCOC(=O)C(C)Sc1ncc(-c2ccc(Cl)cc2)cn1 (stereo not given)	-1.1	2.4	7.6	0.6	5.7	-0.5	1.2	-0.8	4.0	-0.2	-0.7
CCn1c(CNC(=O)c2ccc(OC)c(OC)c2)nnc1SCC(=O)Nc1ccc(OC)cc1	-0.8	5.7	1.0	5.5	2.0	-1.4	-3.8	-0.9	-1.4	2.5	-0.9
CS/C(=C\[N+](=O)[O-])Nc1ccc(Cl)cc1	-0.1	16.2	0.1	-5.5	-6.5	0.6	-2.6	0.0	-0.7	-1.6	-1.0
C=CCN=C1CC(C)(C)C(C(=O)OC)C(O)=C1C(=O)CCC (stereo not given)	-0.4	-1.2	-1.7	0.4	7.0	2.5	5.3	-1.6	-3.4	-0.7	-0.2
COc1cccc(NC(=O)C2C3CCC4C(CCC32)C4(Cl)Cl)c1 (stereo not given)	-0.9	6.5	3.7	2.6	-6.0	0.3	3.5	-1.7	0.8	-0.2	0.6
C/C(=N\NS(=O)(=O)c1ccccc1)c1cc(Cl)cc(Cl)c1O	-1.0	7.4	4.5	6.5	1.0	0.0	1.9	0.5	-1.3	1.6	1.3
COC(=O)c1cc2c(c3c4ccccc4n(S(=O)(=O)c4ccc(C)cc4)c13)C(=O)N(C)C2	0.6	-5.3	2.0	-0.6	2.1	nt	nt	2.1	-2.0	7.9*	-0.7
Cc1ccc2nc(Nc3nc(C)cc(-c4ccccc4)n3)[nH]c(=O)c2c1	-1.3	-12.5	-0.6	-3.3	10.6	-1.0	0.4	-1.9	-1.1	0.9	0.3
CC(OC(=O)c1ccc(NC(=O)CC#N)cc1)C(=O)Nc1nc(-c2ccccc2)cs1 (stereo not given)	-0.8	10.6	3.1	-10.5	-45.4	0.6	1.8	1.3	3.0	-3.6	3.6
CC(C)Cn1c(N)c(C(=O)CSc2nc3ncc(Cl)cc3[nH]2)c(=O)n(C)c1=O	-1.2	-4.8	3.4	-11.4	-13.2	0.5	2.1	-2.0	0.8	1.8	-1.6
Nc1nnc(Cc2c[nH]c3ccccc23)s1	0.5	-0.9	5.5	6.6	-1.6	0.3	-3.9	5.7*	2.6	-1.1	-0.6
N#CC12COC3(CCCCC3C1(C#N)C#N)OC2=N (stereo not given)	-0.7	i	-5.0	-9.4	-9.2	2.5	0.3	1.2	-1.2	-2.0	-0.1
CCC(=O)Nc1cc(-c2nn(C)c(=O)c3ccccc23)ccc1OC	-1.3	1.5	-0.2	0.5	2.4	0.9	1.2	1.4	0.3	-2.2	-0.2
COc1ccc(C2=NN(c3ccc(C(=O)O)cc3)C(c3ccc(OC)c(OC)c3)C2)cc1 (stereo not given)	-1.1	i	17.4	-2.6	-36.5	0.2	11.4*	-0.8	-0.4	6.4	0.0
Cc1ccnc(NC(=O)c2ccc(S(=O)(=O)N3CCCC3)cc2)c1	-1.3	3.0	-0.8	-1.3	-1.5	0.0	0.7	1.5	-0.9	-0.2	3.2
Cc1cc(Br)ccc1NC(=O)CN(C)C(=O)c1cc(S(=O)(=O)N(C)C)ccc1N1CCCC1	-1.1	4.4	-0.1	-9.8	-5.8	-0.7	-0.5	-0.2	-2.1	0.7	-0.2
CN(C)C(=O)N1CCCC(C(=O)NCc2cccs2)C1 (stereo not given)	-1.1	-2.1	-0.2	2.8	-2.7	-0.5	0.6	-1.0	1.5	0.1	-0.2
COc1ccc(-c2ccc(C(=O)C3CC3)cc2)cc1	0.2	-100.9	4.2	-1.1	1.4	2.1	5.9	3.4	15.1*	10.3*	1.5
COc1ccc(CC(NC(C)=O)C(=O)NC2CCN(C(=O)c3cnccn3)CC2)cc1 (stereo not given)	-0.8	-4.9	0.7	2.9	4.8	-0.6	-0.1	-1.4	-3.2	-3.3	0.3
N#CC(c1cccc(Cl)c1)c1ccc2c(C(F)(F)F)cc(C(F)(F)F)nc2n1 (stereo not given)	-1.1	0.7	5.2	12.7	-6.4	-1.1	-11.1	-1.7	0.5	-1.9	-0.9
O=C(NCCCc1ccccc1)c1cnc2n(c1=O)CCS2	-1.4	5.0	0.9	2.4	3.9	2.2	2.1	1.1	4.6	5.7	1.7
CC(C)OC(=O)CCCCCN1C(=O)CSC1=S	-1.1	-8.0	1.1	-5.2	-21.9	0.9	-0.3	-0.1	-0.5	-5.3	-0.3
COc1cc(NC(=O)c2ccc(C)cc2)ccc1NC(=O)c1cc2ccccc2o1	-0.9	-1.0	-1.1	1.4	-2.2	0.3	4.1	-1.1	-0.9	-0.4	-0.1
Cc1cnc(N)c2c(=O)oc3ccccc3c12	-0.3	i	6.1	-2.8	-0.9	0.3	6.9	4.4	3.8	1.3	2.1
CN(CC(=O)Nc1c(Cl)cccc1Cl)C(=O)c1cccc(-n2cccc2)c1	-1.4	-4.5	-1.6	3.3	-5.8	-0.9	-1.9	-1.1	0.1	-1.2	0.3
O=C1CC(=O)Nc2cc(S(=O)(=O)N3CCOc4ccc(Cl)cc43)ccc2N1	-1.6	-3.2	-1.0	4.2	-23.1	1.4	0.9	1.2	-0.4	-1.5	0.3
O=C(Cn1c(=O)n(Cc2ccco2)c(=O)c2c3c(sc21)CCCCC3)Nc1ccccc1	-1.4	5.2	-5.0	3.9	-17.4	-0.5	3.7	-0.5	2.0	-2.3	-0.3
O=C(NCc1ccc(Cl)cc1)c1cccnc1	-1.4	0.0	1.3	2.2	1.5	0.6	1.7	-1.0	-1.5	0.6	-0.9
CN(C(=O)c1ccc(NC(=O)Cc2ccc(NC(=O)C3CCN(C(=O)CCc4ccccc4)CC3)cc2)cc1)C1CCCC1	-0.8	-0.7	-1.1	0.6	-40.4	-1.6	3.1	0.0	-2.1	-0.1	0.9
CN(C)CCCNC(=S)NCC(c1ccc(Cl)cc1Cl)c1c[nH]c2ccccc12 (stereo not given)	-0.6	5.6	-10.0	-10.8	13.5	0.3	-0.4	0.1	-0.6	-4.0	-0.2

Two of these compounds, set out differently.
Compound | ssDAF-12 act | ADAM10 inh | NPR1 activator | GC-B act | sPLA2-III inh | DAX1 inh-1 | FXN GAA850 act | hcDAF-12 act | hgDAF12 agonist | SMARCA2 activ | DAX1 inh-2
O=C(Cn1c(=O)n(Cc2ccco2)c(=O)c2c3c(sc21)CCCCC3)Nc1ccccc1 | -1.4 | 5.2 | -5.0 | 3.9 | -17.4 | -0.5 | 3.7 | -0.5 | 2.0 | -2.3 | -0.3
O=C(NCc1ccc(Cl)cc1)c1cccnc1 | -1.4 | 0.0 | 1.3 | 2.2 | 1.5 | 0.6 | 1.7 | -1.0 | -1.5 | 0.6 | -0.9

Next entries follow.
SMILES	ssDAF-12 act	ADAM10 inh	NPR1 activator	GC-B act	sPLA2-III inh	DAX1 inh-1	FXN GAA850 act	hcDAF-12 act	hgDAF12 agonist	SMARCA2 activ	DAX1 inh-2
O=C(Nc1nnc(C2CC2)s1)c1cccs1	-0.4	-5.0	2.6	1.3	7.0	0.4	3.8	0.8	5.0	4.5	3.8*
CC(=O)CSc1nnc2cc(C)c3ccccc3n12	-1.3	-21.4	0.5	-1.1	-22.8	-1.2	2.0	-1.1	-1.3	-5.5	0.7
COc1ccc(OC)c(CN2CCN(Cc3cc(OC)c(OC)c(OC)c3)CC2)c1	0.4	-5.8	-2.9	-3.3	1.8	-0.2	-0.9	2.1	-0.7	-2.1	0.9
CC(/C=C/c1ccccc1)=N\Nc1nc(C)cc(C)n1	-1.4	-4.0	2.4	-2.4	-3.6	1.1	1.8	-0.2	1.2	1.1	0.0
Cc1ccccc1-n1c(SCC(=O)N2CCCC2)nnc1-c1ccccn1	-0.6	2.7	-3.9	-2.0	8.4	1.0	-0.9	0.2	0.8	-3.0	0.1
CCOC(=O)Cc1csc(SC(C)C(=O)NCC(=O)Nc2ccc(F)c(F)c2F)n1 (stereo not given)	-1.4	-7.2	-4.7	1.6	0.8	1.3	1.2	0.9	-0.4	-1.6	-0.2
CC(OC(=O)c1ccc([N+](=O)[O-])o1)C(=O)NC1CCCCC1C (stereo not given)	-1.0	-3.6	0.1	-0.4	-5.6	0.1	0.3	-2.0	-2.2	0.1	1.3
Cc1ccc(Nc2nc(N)c(C#N)c(CC#N)c2C#N)cc1	-1.6	-4.2	18.1	-1.8	-10.0	0.2	4.6	-0.2	2.7	-2.5	0.9
N/C(=N\OC(=O)/C=C/c1ccccc1)c1ccccc1	0.6	4.9	7.5	-5.7	-0.6	3.1	3.3	1.7	17.4*	3.3	4.3*
